LAP4 TOR yeast – modulators of LAP4-GFP expression in yeast, primary screen, S. cerevisiae, multiplex flow cytometry, MLPCN library. 3 h; median GFP as percent of DMSO wells. GFP response vs DMSO, % at 10 µM. 0.34% of 320,000 active. AID 2023, 2009;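 active = GFP response vs DMSO above a set limit, about the screen mean plus 3 SD, cut at about 150% in these data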
CIT2-GFP yeast – modulators of CIT2-GFP expression in yeast, primary screen, S. cerevisiae, GFP fusion, multiplex flow cytometry, MLPCN library; S. cerevisiae CIT2-GFP strain, 3 h; 100 means same as DMSO wells; GFP response vs DMSO, % at 10 µM; 0.065% of 320,000 active; AID 2029, 2009;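 active = GFP response relative to DMSO above a set limit, near the screen mean plus 3 SD, cut at about 150% in these data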;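 note: ratio of well median GFP fluorescence to mean of DMSO wells on the plate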
proCasp3 act – activators of human procaspase-3 D3A mutant, primary screen, biochemical, absorbance, PC-3 D3A mutant, single concentration | activation, % at 8.5 µM | AID 463141, 2010 | 0.11% of 330,000 active | recombinant procaspase-3 D3A, Ac-DEVD-pNA absorbance 405 nm | Caspase-3 (Homo sapiens), P42574;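 active = activation above the mean of all tested compounds plus 3 SD, cut at about 21% in these data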;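 note: 0% = DMSO alone and 100% = DMSO wells spiked with extra 5 µM PC-3 D3A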
Target sequence (P42574 whole entry D9A/D28A/D175A): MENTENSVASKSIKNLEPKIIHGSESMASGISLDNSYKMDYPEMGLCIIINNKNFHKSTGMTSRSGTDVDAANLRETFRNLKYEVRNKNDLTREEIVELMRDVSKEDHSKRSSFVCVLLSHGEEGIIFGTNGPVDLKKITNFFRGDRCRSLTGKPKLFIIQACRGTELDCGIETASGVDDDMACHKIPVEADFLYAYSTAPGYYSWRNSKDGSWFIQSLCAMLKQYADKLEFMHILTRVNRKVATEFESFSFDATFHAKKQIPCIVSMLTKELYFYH
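Evaluation: percent activation relative to control range; Material: Procaspase-3 D3A mutant, all three cleavage aspartates alanine; Compound: single dose, 8.5 µM nominal compound, 0.8% DMSO; Replication: one well per compound; Signal: absorbance at 405 nm, 0 and 120 min; Schedule: 1 h preincubation plus 2 h reaction at 25 °C.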
MEP2-GFP yeast – modulators of MEP2-GFP levels in yeast, primary screen, S. cerevisiae, multiplex flow cytometry, MLPCN library | S. cerevisiae MEP2-GFP strain, 3 h; 100% = DMSO control level | GFP response vs DMSO, % at 10 µM | 0.51% of 330,000 active;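 active = GFP response versus DMSO above a set limit, roughly screen mean plus 3 SD, cut at about 180% in these data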;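 note: median GFP fluorescence of the barcode-gated MEP2-GFP cells per well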
procasp7 counter – procaspase-7 activators, primary screen, counter-screen for procaspase-3 activator project, biochemical, absorbance, HTS, human. recombinant procaspase-7, Ac-DEVD-pNA absorbance 405 nm; D23A/D198A/D206A triple mutant, cannot self-cleave; scale: DMSO 0, 5 µM enzyme 100. activation, % at 8.5 µM. 0.093% of 330,000 active. Caspase-7 (Homo sapiens), P55210;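 active = percent activation above the screen-wide mean plus 3 SD, cut at about 25% in these data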
Target sequence (P55210 whole entry D23A/D198A/D206A): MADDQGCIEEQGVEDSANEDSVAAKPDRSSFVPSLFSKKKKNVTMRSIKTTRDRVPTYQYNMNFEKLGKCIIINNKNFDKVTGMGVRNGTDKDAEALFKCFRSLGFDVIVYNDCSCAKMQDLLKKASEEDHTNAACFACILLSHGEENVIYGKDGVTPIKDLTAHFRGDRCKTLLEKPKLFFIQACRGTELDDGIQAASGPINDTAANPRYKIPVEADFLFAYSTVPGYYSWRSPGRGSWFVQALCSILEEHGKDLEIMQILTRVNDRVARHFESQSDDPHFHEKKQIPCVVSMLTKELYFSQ
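Test system: Procaspase-7 triple mutant (PC-7 D3A). Also added: Ac-DEVD-pNA substrate, 400 µM as added. Schedule: 1 h enzyme–compound preincubation and 2 h substrate reaction, both 25 °C. Signal: p-Nitroaniline absorbance at 405 nm, read at 0 and 120 min. Control set: low DMSO alone, high DMSO plus 5 µM PC-7.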
AGP1-GFP MLPCN – modulators of AGP1-GFP expression in yeast TOR pathway, primary screen, cell-based, multiplex flow cytometry, S. cerevisiae, MLPCN library. 3 h; GFP as percent of DMSO wells. GFP response vs DMSO, % at 10 µM. 0.02% of 320,000 active. AID 2066, 2009;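 active = GFP response relative to DMSO above a set limit, near screen average plus 3 SD, cut at about 150% in these data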;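 note: median GFP channel fluorescence of the gated AGP1 strain per well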
AHR activator – AHR activators, primary screen, cell-based, luminescence, luciferase reporter, human. 2.5% of 320,000 active. Aryl hydrocarbon receptor (Homo sapiens), P35869. AID 2796, 2010. AHR-responsive luciferase reporter cells. activation, % at 5 µM; in the data active = activation above about 47%;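 note: 0% = vehicle wells and 100% = reference agonist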
RPL19A TOR yeast – RPL19A-GFP expression modulators in yeast, primary screen, cell-based, S. cerevisiae, multiplex flow cytometry, MLPCN. S. cerevisiae RPL19A-GFP strain, 3 h; active compounds read low. percent response vs DMSO, % at 10 µM. 0.3% of 330,000 active. AID 2025, 2009;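 active = percent response vs DMSO below 50%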;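 note: median channel GFP fluorescence of the barcoded RPL19A-GFP strain; ratio of sample median GFP to plate DMSO average so 100% = DMSO; lower means less RPL19A-GFP as with rapamycin TOR inhibition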
The depositor's hits bear a star; . = not tested or not shown. Compounds as they come, and some 3.5% of all compounds hit somewhere here.

SMILES | LAP4 TOR yeast | CIT2-GFP yeast | proCasp3 act | MEP2-GFP yeast | procasp7 counter | AGP1-GFP MLPCN | AHR activator | RPL19A TOR yeast
CCOC(=O)CCc1c(C)c(C#N)c2[nH]c3ccccc3n2c1=O | 106 | 89 | -1 | 108 | 19 | 101 | 5 | 100
CCOC(=O)c1c(NC(=O)COC(=O)c2ccc(O)cc2)sc(C(=O)NC)c1C | 93 | 85 | -3 | 104 | 1 | 104 | 9 | 102
CCN1CCN(CC(=O)Nc2cc(S(=O)(=O)N3CCCCC3)ccc2Cl)CC1 | 104 | 100 | 5 | 109 | 3 | 102 | 0 | 110
COc1ccc(CCNC(=O)Cn2cnc3c(cnn3-c3ccccc3Cl)c2=O)cc1OC | 99 | 108 | 12 | 104 | -3 | 108 | -2 | 104
CCOC(=O)c1cnc2ccccc2c1NCc1ccco1 | 98 | 88 | -11 | 96 | -20 | 91 | -2 | 96
O=S(=O)(c1ccc(N2CCOCC2)c(Cl)c1)N1CCOCC1 | 98 | 98 | 1 | 93 | 2 | 100 | 3 | 98
CCN(CC)S(=O)(=O)c1ccc2c(c1)nc(CCC(=O)OCC(=O)N1CCc3ccccc31)n2C | 99 | 101 | 11 | 109 | -1 | 103 | 16 | 101
COc1cc(CC(NC(C)=O)C(=O)NC2CCN(c3c(Cc4ccccc4)c(C)nc4ncnn34)CC2)cc(OC)c1 (configuration not stated) | 95 | 106 | 3 | 104 | -10 | 98 | -1 | 101
O=C(Nc1nnc(-c2ccc(F)cc2)s1)c1ccco1 | 97 | 106 | 1 | 102 | -4 | 94 | -2 | 103
Cc1ccc(S(=O)(=O)CC#CCOC(=O)c2ccc([N+](=O)[O-])cc2)cc1 | 156* | 98 | -18 | 106 | -33 | 105 | -5 | 102
N#C/C(C(=O)Oc1ccccc1)=C1\C=Cc2ccccc2N1 | 99 | 102 | -19 | 100 | -19 | 103 | -8 | 99
O=C(N/N=C/c1cccnc1)c1sc2ccccc2c1Cl | 88 | 82 | 3 | 98 | -5 | 78 | 6 | 112
O=C(CSc1nc2cc3ccccc3cc2[nH]1)Nc1ccc(F)cc1 | 105 | 93 | 3 | 106 | -2 | 96 | 11 | 96
Cn1c(=O)c2c(nc(Oc3ccccc3)n2C)n(C)c1=O | 108 | 110 | 4 | 107 | 10 | 103 | 5 | 102
CC1(C)CC(=O)C/C(=N\NC(=O)c2cccs2)C1 | 98 | 106 | 0 | 107 | -3 | 103 | 3 | 104
O=S(=O)(Cc1cc(Sc2ccccc2)nc(-c2ccccc2)n1)c1ccccc1 | 96 | 96 | -1 | 101 | 8 | 100 | 21 | 99
Cn1c(SCC(=O)Nc2cc([N+](=O)[O-])ccc2F)nnc1C(F)(F)F | 99 | 103 | 6 | 98 | -7 | 103 | -5 | 110
CC1CCCN(C(=O)c2ccc(-c3ccccc3Cl)o2)C1 (configuration not stated) | 109 | 90 | -1 | 103 | 6 | 99 | 2 | 99
Cc1ccc2[nH]c(O)c(N=NC(N)=S)c2c1 | 107 | 95 | -7 | 99 | -2 | 100 | -3 | 98
Cc1nc(/N=C(\N)NC(=O)c2ccccc2)nc2ccccc12 | 122 | 101 | 5 | 116 | 1 | 103 | 63* | 103
CNC(=O)COC(=O)/C=C/c1nc2ccccc2s1 | 115 | 80 | 4 | 85 | 4 | 90 | 3 | 90
O=C(CSc1nnc(-c2ccccc2)o1)NCC1CCCCC1 | 97 | 100 | -3 | 93 | 0 | . | 1 | 101
O=C(CCN1C(=O)CSc2ccccc21)Nc1ccc(OC(F)(F)F)cc1 | 110 | 94 | 4 | 101 | -7 | 106 | -5 | 102
Cn1cccc1/C=C(\C#N)c1ccccc1 | 96 | 98 | 2 | 98 | 8 | 94 | -2 | 100

4 entries already listed, sorted by formula weight, descending:
SMILES | LAP4 TOR yeast | CIT2-GFP yeast | proCasp3 act | MEP2-GFP yeast | procasp7 counter | AGP1-GFP MLPCN | AHR activator | RPL19A TOR yeast
O=C(CCN1C(=O)CSc2ccccc21)Nc1ccc(OC(F)(F)F)cc1 | 110 | 94 | 4 | 101 | -7 | 106 | -5 | 102
CC1CCCN(C(=O)c2ccc(-c3ccccc3Cl)o2)C1 (configuration not stated) | 109 | 90 | -1 | 103 | 6 | 99 | 2 | 99
Cn1c(=O)c2c(nc(Oc3ccccc3)n2C)n(C)c1=O | 108 | 110 | 4 | 107 | 10 | 103 | 5 | 102
Cc1ccc2[nH]c(O)c(N=NC(N)=S)c2c1 | 107 | 95 | -7 | 99 | -2 | 100 | -3 | 98

(listing goes on)
SMILES | LAP4 TOR yeast | CIT2-GFP yeast | proCasp3 act | MEP2-GFP yeast | procasp7 counter | AGP1-GFP MLPCN | AHR activator | RPL19A TOR yeast
O=C(CSc1nnc(-c2ccc(NS(=O)(=O)c3ccccc3)cc2)o1)NCC1CCCO1 (configuration not stated) | 104 | 109 | -5 | 106 | -2 | 111 | 0 | 109
COc1ccc(C(=O)N2CC3(CC(c4cccc([N+](=O)[O-])c4)=NO3)C[C@H]2C(=O)NCC(N)=O)cc1 (some centres not stated) | 102 | 96 | 6 | 95 | 6 | 91 | -2 | 102
Cc1cccc(NC(=O)C2C3C=CC4(O3)C2C(=O)N(CCCN2CCCC2)C4C(=O)NC2CCCC(C)C2C)c1 (configuration not stated) | 106 | 101 | 8 | 102 | 6 | 102 | 0 | 95
Cc1[nH][nH]c(=O)c1N=Nc1ccccc1C#N | 102 | 97 | -16 | 95 | -6 | 93 | 4 | 97
COc1cc(C(=O)Nc2cccc3cccnc23)cc(OC)c1OC | 93 | 85 | 3 | 98 | 0 | 94 | 12 | 98
COc1ccc(NC(C)C(=O)N/N=C/c2c(O)ccc3ccccc23)cc1 (configuration not stated) | 101 | 97 | . | 107 | . | 96 | . | 103
COc1cccc(C(C)N(C)Cc2nc(COc3ccccc3)no2)c1 (configuration not stated) | 107 | 92 | 4 | 98 | 6 | 106 | 6 | 95
CC(C)C(=O)Nc1ccccc1Cc1ccccc1 | 95 | 110 | 1 | 102 | -4 | 104 | -2 | 103
CCN1CCN(c2ccc(S(=O)(=O)N3CCCCC3)cc2NC(=O)c2cccc(F)c2)CC1 | 100 | 102 | -3 | 100 | 3 | 106 | 1 | 100
O=C1c2cnccc2CN1Cc1ccccc1 | 103 | 99 | -4 | 101 | 8 | 100 | -1 | 99
O=C(Cn1cc(C(F)(F)F)cc(Cl)c1=O)Nc1cccc(S(=O)(=O)N2CCCCC2)c1 | 100 | 98 | 7 | 101 | 6 | 105 | 0 | 101
Cc1ccc(OCc2ccc(C(=O)O)o2)c([N+](=O)[O-])c1 | 101 | 104 | 2 | 105 | 4 | 103 | 7 | 102

One compound at a time (already shown).
Results for CCN1CCN(CC(=O)Nc2cc(S(=O)(=O)N3CCCCC3)ccc2Cl)CC1 = LAP4 TOR yeast = 104; CIT2-GFP yeast = 100; proCasp3 act = 5; MEP2-GFP yeast = 109; procasp7 counter = 3; AGP1-GFP MLPCN = 102; AHR activator = 0; RPL19A TOR yeast = 110
Results for O=C(CSc1nnc(-c2ccc(NS(=O)(=O)c3ccccc3)cc2)o1)NCC1CCCO1 (configuration not stated) = LAP4 TOR yeast = 104; CIT2-GFP yeast = 109; proCasp3 act = -5; MEP2-GFP yeast = 106; procasp7 counter = -2; AGP1-GFP MLPCN = 111; AHR activator = 0; RPL19A TOR yeast = 109

(list continues)
SMILES | LAP4 TOR yeast | CIT2-GFP yeast | proCasp3 act | MEP2-GFP yeast | procasp7 counter | AGP1-GFP MLPCN | AHR activator | RPL19A TOR yeast
O=C(CN1C(=O)NC2(CCc3ccccc32)C1=O)c1c[nH]c2ccccc12 (configuration not stated) | 115 | 96 | 1 | 97 | 5 | 113 | 11 | 98
CN(C)c1ccnc(Nc2ccc(F)cc2)c1C#N | 100 | 94 | 9 | 106 | -3 | 101 | 11 | 99
C=CCn1cc(C(=O)NCCN(CC)CC)c(=O)c2cc(S(=O)(=O)N3CCCCCC3)ccc21 | 105 | 109 | 4 | 105 | -4 | 117 | 1 | 110
O=C1/C(=C/c2ccc(F)cc2)Oc2cc(OC(=O)N3CCOCC3)ccc21 | 92 | 90 | -4 | 90 | -3 | 100 | 0 | 94
CN(Cc1ccccc1)CC(O)COc1ccc(CNCCCOc2cccnc2)cc1 (configuration not stated) | 108 | 107 | 1 | 106 | 6 | 101 | 3 | 101
COc1cccc2cc(C(=O)Nc3cc(C)cc(C)c3)/c(=N/NS(=O)(=O)c3ccccc3)oc12 | 90 | 98 | 0 | 104 | 5 | 90 | 2 | 93
CCCN(CC(=O)Nc1ccccc1C)C(=O)c1ccc(N2CCCC2=O)cc1 | 106 | 92 | 0 | 100 | 13 | 100 | 0 | 99
CCCC[C@@H]1C[C@H]1[C@@H](NC(=O)c1cccs1)c1ccc(C(F)(F)F)cc1 | 95 | 102 | -4 | 102 | -6 | 102 | 2 | 101
COc1cccc(C(=O)N2CCN(Cc3ccccc3C(F)(F)F)CC2)c1 | 90 | 89 | 4 | 92 | -2 | 91 | -3 | 94
Cc1ccc(S(=O)(=O)N2CCN(C(C)C(=O)Nc3ccccc3-c3ccccc3)CC2)cc1 (configuration not stated) | 90 | 99 | 1 | 92 | -1 | 100 | 3 | 98
CCc1ccc(OCC(=O)N/N=C(\C)c2ccc(O)cc2O)cc1 | 101 | 103 | 9 | 104 | 7 | 106 | 9 | 99
Cc1ccc(-c2nc(CS(=O)CC(=O)NC3CCCC(C)C3C)c(C)o2)cc1 (configuration not stated) | 106 | 105 | -1 | 111 | 2 | 105 | -1 | 105
COc1ccc(C(=O)NCCCNC(=O)c2cnccn2)cc1Br | 92 | 108 | -2 | 109 | -14 | 104 | 5 | 104
Cc1ccc(C(=O)N2CCN(C(=O)C3CCCO3)CC2)cc1 (configuration not stated) | 96 | 99 | 2 | 96 | 2 | 98 | 2 | 94
Cc1onc(-c2ccccc2Cl)c1C(=O)Nc1cccc2nsnc12 | 106 | 95 | -9 | 103 | -10 | 103 | -6 | 110
O=C(CS(=O)(=O)c1ccccc1)Nc1ccc(Cl)cn1 | 96 | 97 | 8 | 97 | 8 | 101 | 3 | 97

LAP4 TOR yeast, hit marks shown above.
compound | LAP4 TOR yeast | CIT2-GFP yeast | proCasp3 act | MEP2-GFP yeast | AGP1-GFP MLPCN | AHR activator | RPL19A TOR yeast
Cc1ccc(S(=O)(=O)CC#CCOC(=O)c2ccc([N+](=O)[O-])cc2)cc1 | 156* | 98 | -18 | 106 | 105 | -5 | 102

Bioassay records deposited in PubChem by several laboratories.
